V1aR counter: counter-screen for oxytocin receptor agonists: human V1a receptor agonists | P37288 | CHO-V1R cells, Fluo-8 calcium fluorescence, agonist mode; 0% DMSO, 100% 3 nM vasopressin | activation, % at 3 µM | 320,000 tested, 0.25% active | AID 2797;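 active = activation above the mean activation of all tested compounds plus 3 SD, per screening run, cut at about 20% in these data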;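 note: signal is peak over basal fluorescence ratio across a 100 second FLIPR read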
GalR3 antagonist: blocks the human galanin receptor 3 | O60755 | HEK293 GalR3-CNG cAMP membrane potential fluorescence; galR3 body fused to GalR1 C-terminus | inhibition, % at 3 µM | 360,000 tested, 0.44% active | AID 651719;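 active = inhibition above the screen-wide average plus 3 SD, cut at about 13% in these data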;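 note: forskolin and galanin both at EC90 stimulate the cells; cAMP rise reported by CNG channel membrane potential dye signal; 0% = forskolin plus galanin with DMSO and 100% = forskolin alone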
Target sequence (O60755 1-299 limits assumed): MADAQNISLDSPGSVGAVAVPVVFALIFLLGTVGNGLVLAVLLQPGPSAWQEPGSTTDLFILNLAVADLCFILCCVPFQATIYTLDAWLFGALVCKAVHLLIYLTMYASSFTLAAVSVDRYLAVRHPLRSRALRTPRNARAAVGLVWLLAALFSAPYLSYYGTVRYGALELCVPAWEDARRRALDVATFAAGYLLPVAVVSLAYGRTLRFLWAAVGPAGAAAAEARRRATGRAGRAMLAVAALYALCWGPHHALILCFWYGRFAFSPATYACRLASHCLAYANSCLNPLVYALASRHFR
OXTR ag: activates the human oxytocin receptor; P30559; activation, % at 3 µM; 320,000 tested, 0.32% active; AID 2435; CHO-OTR cells, Fluo-8 calcium fluorescence; normalized: DMSO 0%, oxytocin 100%;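 active = activation above the mean of all tested compounds plus 3 SD, cutoff set per screening run, cut at about 20% in these data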;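 note: peak over basal fluorescence ratio from a 100 s FLIPR kinetic read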
Target sequence (P30559 whole entry, looked up): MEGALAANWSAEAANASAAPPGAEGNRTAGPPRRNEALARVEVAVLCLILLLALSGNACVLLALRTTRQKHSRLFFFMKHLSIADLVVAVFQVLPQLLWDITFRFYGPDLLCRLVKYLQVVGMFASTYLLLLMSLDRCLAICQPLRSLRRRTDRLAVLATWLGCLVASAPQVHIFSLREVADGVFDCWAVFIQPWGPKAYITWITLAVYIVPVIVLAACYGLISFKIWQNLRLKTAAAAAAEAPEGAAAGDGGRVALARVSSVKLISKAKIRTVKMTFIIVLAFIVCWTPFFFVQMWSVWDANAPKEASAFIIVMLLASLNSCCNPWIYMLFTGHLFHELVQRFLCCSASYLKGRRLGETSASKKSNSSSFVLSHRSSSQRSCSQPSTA
* hit, by the source's call.

SMILES	V1aR counter	GalR3 antagonist	OXTR ag
Cc1ccc(C)c(NC(=O)CSc2nc(=O)n(CCN3CCOCC3)c3c2CCCC3)c1	-0.8	-0.5	-2.0
CCN(C(=O)COC(=O)CCC(=O)c1cccs1)c1c(N)n(Cc2ccccc2)c(=O)[nH]c1=O	0.7	-2.3	0.2
Cc1ccc(/C=C/C(=O)OCC(=O)NCc2ccc(Cl)cc2)o1	0.4	-4.0	-1.8
COc1ccc(NC(=O)[C@@H]2CC=C[C@@H]3CCN(Cc4ccccc4)C(=O)[C@@H]32)cc1	-1.1	-4.3	-0.6
O=C(COC(=O)c1ccc([N+](=O)[O-])cc1Cl)NC(=O)c1ccccc1	1.7	-3.0	0.7
c1ccc(-c2cnc(-c3ccccn3)nn2)cc1	0.1	-5.9	-0.5
COc1ccc(C(=O)NCCCCc2ccccc2)cc1	0.1	-5.0	-2.8
O=C(NNC(=O)C1CC=CCC1)c1cccc(Br)c1 (centres undefined)	0.1	-1.3	-0.8
COc1ccccc1COCC(O)CN1CCN(S(=O)(=O)c2cccc(F)c2)CC1 (centres undefined)	1.7	-5.2	2.1
CCOc1ccc(OCCOC(=O)CNC(=O)c2ccc(Cl)cc2Cl)cc1	0.0	0.7	-1.9
NC(=O)c1ccc(NC(=O)COC(=O)c2cc3c(s2)CCC3)cc1	2.9	-5.6	1.4
Cc1ccc(S(=O)(=O)N2CCC(C(=O)OC3CCOC3=O)CC2)cc1C (centres undefined)	-0.3	-4.6	-0.1
CCc1cccc(NC(=O)COC(=O)C2CCN(c3ccc(C(F)(F)F)cn3)CC2)c1	2.4	-2.1	1.4
Cc1ccc(S(=O)(=O)Nc2ccc(S(=O)(=O)Nc3nccs3)cc2)cc1C	1.1	-4.7	0.9
Cc1cc(C)cc(NC(=O)CN2C(=O)NC(Cc3c[nH]c4ccccc34)C2=O)c1 (centres undefined)	0.2	-6.5	1.0
Cc1ccc(S(=O)(=O)CCC(=O)Oc2ccc(-c3nnco3)cc2)cc1	-0.1	0.1	0.7
C[C@H](NS(=O)(=O)c1ccc2c(c1)OCCCO2)C(=O)N1CCN(Cc2ccc(C#N)cc2)CC1	1.3	-1.6	1.5
COc1ccc(NC(=O)CN(C)CC(=O)NC(=O)NC2CCCCC2)cc1	0.8	-3.6	-0.3
CCN(C(=O)COC(=O)c1ccc(Cl)c(S(=O)(=O)N2CCCCC2)c1)C1CCS(=O)(=O)C1 (centres undefined)	3.3	-5.8	1.9
Cc1ccc(NC(=O)COc2ccccc2)cc1S(=O)(=O)N1CCCCCC1	-0.2	-3.0	-0.9
COc1ccc(Cl)cc1C(=O)NNC(=O)c1ccc(F)c(S(=O)(=O)N2CCOCC2)c1	1.8	-5.8	1.7
CSc1ccc(CN(C)C(=O)c2cccc(S(=O)(=O)N3CCN(Cc4ccccc4)CC3)c2)cc1	8.3	-2.4	6.6
COc1cc(NC(=O)COC(=O)Cn2cnc3c2c(=O)n(C)c(=O)n3C)cc(OC)c1	0.5	-6.8	0.3
Nc1cc(Cl)ccc1C(=O)OCC(=O)NCC1CCCO1 (centres undefined)	1.2	-3.2	0.4
Cc1cc(Br)ccc1NC(=O)CNC(=O)CNc1cccc([N+](=O)[O-])c1	1.2	-4.1	0.6
Cc1cccc(NC(=O)COC(=O)c2ccc3nc(C)c(C)nc3c2)c1	2.0	-1.9	2.0
O=C(Nc1ncccc1O)c1cccc(S(=O)(=O)N2CCCC2)c1	0.3	-2.7	0.9
COc1ccc(NC(=O)N(C)C[C@H]2Oc3ccc(NS(=O)(=O)c4cccs4)cc3C(=O)N([C@H](C)CO)C[C@@H]2C)cc1	1.1	-2.5	0.4
O=C(NCC(c1ccco1)N1CCCC1)c1cc2ccccc2s1 (centres undefined)	-0.3	-7.9	0.1
CC(C)CN(C(=O)CSc1n[nH]c(-c2cccs2)n1)C1CCS(=O)(=O)C1 (centres undefined)	0.5	0.1	-1.0
CCOc1ccc(S(=O)(=O)N2CCCCC2)cc1NC(=O)CC1OC(=O)c2ccccc21 (centres undefined)	0.1	-4.7	-0.2
CC12CCC(=O)N1C(C(=O)N1CCN(S(=O)(=O)c3ccc(F)c(F)c3)CC1)CS2 (centres undefined)	-0.4	0.3	0.2
Cc1ccccc1-c1nc2ccccc2c(=O)n1/N=C/c1ccc([N+](=O)[O-])cc1	0.2	-2.5	0.0
Cc1ccc(S(=O)(=O)N(CC(=O)Nc2ccc(C(N)=O)cc2)C(=O)N2CCN(C)CC2)cc1	-0.4	-2.7	-0.5
C=CC[C@H](CC(=O)N(CCO)Cc1ccccc1)C(=O)NC[C@@H](OC(=O)[C@@H](CC=C)Cc1ccc(F)cc1)c1ccccc1	1.6	-6.0	2.4
CC(=O)c1ccc(S(=O)(=O)NCCC(=O)OC(C)C(=O)Nc2ccc(F)cc2)cc1 (centres undefined)	0.7	-1.3	0.7
CCOc1ccc(NS(=O)(=O)c2ccc(C(=O)NC3CCC(O)CC3)cc2)cc1 (centres undefined)	1.9	1.6	1.6
CCn1c(SCC(=O)Nc2sccc2C(N)=O)nnc1C1CC1	-0.5	-2.2	-0.5
CCOc1nc(-c2ccccc2)ncc1Oc1ccccc1	-0.1	-4.3	-1.7
CC(Oc1cccc(Br)c1)C(=O)NNC(=O)CCNC(=O)c1ccccc1Cl (centres undefined)	-0.4	-3.7	-1.1
Oc1c(Cl)cc(CN2CCOCC2)c2cccnc12	0.5	-5.6	1.9
Cc1ccc(S(=O)(=O)N(Cc2ccc(C(F)(F)F)cc2)C(=O)N2CCN(C)CC2)cc1	-0.2	1.2	0.9
CCc1ccc(-c2nnn(CC(=O)N(C3CCCC3)C3CCS(=O)(=O)C3)n2)cc1 (centres undefined)	0.2	-1.9	0.4
CCN(C(=O)COC(=O)C1CCN(S(=O)(=O)c2ccc(C)c(C)c2)CC1)C1CCCCC1	1.0	-8.0	-1.5
COc1ccc(C(=O)NC(CCSC)C(=O)NC2CC2)cc1 (centres undefined)	0.3	-4.5	0.0
Cc1ccc(C(C)C)c(OCC(=O)OCC(=O)NC2CCS(=O)(=O)C2)c1 (centres undefined)	0.6	5.8	0.1
NC(=O)c1ccc(NC(=O)Cc2ccc(S(=O)(=O)N3CCCCC3)cc2)cc1	-0.3	-5.0	0.1
CC12CCC3c4ccc(O)cc4CCC3C1CCC2=O (centres undefined)	2.2	-1.6	1.4
Cc1c(NC(=O)C(C)Oc2ccc(Br)cc2)c(=O)n(-c2ccccc2)n1C (centres undefined)	0.1	-7.1	0.8
O=C(NCCCN1CCCC1=O)C1CCN(S(=O)(=O)c2ccc(F)cc2)CC1	0.5	-2.7	1.2
CCCCN1C(=O)C(=O)N(CC(=O)c2ccc[nH]2)C1=O	0.4	-2.9	0.3
O=C(COC(=O)c1cccc(-n2cnnn2)c1)c1ccc(F)cc1	2.5	-3.0	2.0
O=C(CCNC(=O)c1ccccc1Cl)NNC(=O)c1ccccc1O	0.4	5.7	1.0
CSc1ccc(C2NN=C(c3ccccc3)S2)cc1 (centres undefined)	-0.9	4.5	-1.2
O=C(Nc1ccc(S(=O)(=O)N2CCCCC2)cc1)C1CC(=O)N(Cc2ccccc2)C1 (centres undefined)	2.7	0.1	1.2
Cc1csc(=O)n1CC(=O)OCC(=O)Nc1cc(S(=O)(=O)N2CCOCC2)ccc1Cl	0.2	-0.9	0.9
CCc1ccc2c(COC(=O)C3CSC4(C)CCC(=O)N34)cc(=O)oc2c1 (centres undefined)	1.2	-6.4	0.3
Cc1ccc(OCCCC(=O)NNC(=O)c2ccccn2)cc1	0.7	1.8	1.2
CCOc1ccc2oc(C(=O)N(C)CCc3ccc(OC)c(OC)c3)c(C)c2c1	-1.1	4.8	-1.1
Cc1cccc(C(=O)NCC(=O)NCC2COc3ccccc3O2)c1 (centres undefined)	-0.2	0.3	-0.7
(continued)
SMILES	V1aR counter	GalR3 antagonist	OXTR ag
O=C(CSc1nc2[nH]ncc2c(=O)[nH]1)Nc1ccc(OC(F)(F)F)cc1	-0.4	-3.6	-0.6
COCCn1c(SCC(=O)Nc2cccnc2Cl)nc2ccccc21	0.5	-1.6	0.9
CC(C)(C)OC(=O)C[C@H]1C/C=C\C[C@H](CC(=O)N(CCO)Cc2ccccc2)C(=O)N[C@@H](c2ccccc2)COC1=O	0.3	0.5	-1.0
CCCCN(C(=O)CCNC(=O)NC12CC3CC(CC(C3)C1)C2)c1c(N)n(CCC)c(=O)[nH]c1=O	-1.4	-2.9	-1.6
O=C(CCc1nc2ccccc2c(=O)[nH]1)Nc1nc(-c2cccs2)cs1	4.9	-3.0	3.8
COc1ccccc1CCNC(=O)c1ccccc1SCC(=O)N1CCCC1	0.0	6.9	-0.3
COc1ccc(NC(=O)N(C)C[C@H]2Oc3c(NC(=O)NC4CCCCC4)cccc3C(=O)N([C@H](C)CO)C[C@@H]2C)cc1	0.5	-6.0	0.8
CCc1ccc(NC(=O)CSc2nc(=O)n3cc(C)ccc3n2)cc1	1.1	4.8	0.4
O=C(Nc1cc2c3c(c1)CC(=O)N3CCC2)c1ccc(Cl)cc1	-1.4	-1.8	-1.5
COc1ccc2oc(C(=O)OCC(=O)N(Cc3ccccc3)C(C)C)c(C)c2c1	0.4	-2.3	-1.5
COc1ccc(C2(c3ccc(OC)cc3)NC(=O)N(CC(=O)NCC(C)c3ccccc3)C2=O)cc1 (centres undefined)	2.9	-3.2	0.3
CSCCC1NC(=O)N(CC(=O)Nc2cccc(S(=O)(=O)N3CCCCCC3)c2)C1=O (centres undefined)	2.2	-5.2	3.4
COc1ccc(CNC(=O)Nc2ccc([N+](=O)[O-])cc2)cc1	1.8	-5.3	6.8
CC(C)Oc1ccc(S(=O)(=O)N2CCOCC2)cc1NC(=O)Cc1cccs1	-1.6	-4.8	-2.2
O=C(CNC(=O)c1ccccc1F)OCc1nc2ccc(Cl)cc2n1CCO	-0.5	-4.6	-0.9
COc1ccccc1C(=O)COC(=O)/C(=C/c1ccccc1)NC(C)=O	0.4	0.7	-0.8
CN(C)S(=O)(=O)c1cccc(NC(=O)c2ccc(S(=O)(=O)N3CCCC3)cc2)c1	5.0	-4.1	3.2
CC(=O)c1ccc(NC(=O)CCc2nc3sc4c(c3c(=O)[nH]2)CCCC4)cc1	2.5	-2.2	0.3
Cc1ccc(OCC(=O)NNC(=O)C2CCC2)cc1C	0.6	-4.4	0.2
CCOC(=O)CN(C(=O)CSc1nnnn1C)c1ccccc1	-0.7	-5.4	1.2
O=C(CSC1=NS(=O)(=O)c2cc(Cl)ccc2N1)Nc1cccc(F)c1	-1.2	-2.5	-1.0
CCCC(NC(=O)c1ccc(Br)o1)c1nc2ccccc2[nH]1 (centres undefined)	0.5	-2.3	0.6
CCCCCCSc1ccc([C@H]2N[C@@](Cc3ccccc3)(C(=O)OC)[C@H]3C(=O)N(C)C(=O)[C@@H]23)cc1OC	-1.2	-0.9	-0.8
Cc1ccc(OCC(=O)N2CCCCC2C)c([N+](=O)[O-])n1 (centres undefined)	0.3	-5.4	0.7
Nc1c(C(=O)CSc2nnc(COc3ccc(Cl)cc3)o2)c(=O)[nH]c(=O)n1C1CC1	3.6	-3.3	0.7
O=C(CN(Cc1ccco1)C(=O)c1ccc(F)cc1F)Nc1ccccc1C(F)(F)F	-0.2	-5.0	-1.8
COc1ccc(NC(=O)CN(C)C(=O)C2CC(=O)N(Cc3ccc(C)cc3)C2)cc1 (centres undefined)	0.1	3.7	-1.5
CCNc1nc(NCC)n2c(SCC(=O)Nc3ccc(NC(C)=O)cc3)nnc2n1	-0.2	-3.7	-0.1
CC(C)(C)c1ccc(OCCC(=O)NCC(c2cccs2)N2CCOCC2)cc1 (centres undefined)	2.6	0.7	0.7
CCN(CC(=O)Nc1ccc(NC(C)=O)cc1)C(=O)Cc1coc2cc(C)c(C)cc12	-0.1	-1.4	-0.4
CN(C)c1ccc(C(=O)OCC(=O)Nc2cccc(S(=O)(=O)N3CCCC3)c2)cc1	1.8	-0.9	0.6
COc1ccc(COC(=O)c2ccc(Br)c(S(=O)(=O)N3CCOCC3)c2)cc1F	0.5	-3.9	1.0
CCOC(=O)c1c(C)[nH]c(C(=O)OCC(=O)Nc2ccccc2)c1C	2.5	-5.3	0.5
COc1ccc(C(=O)O)cc1S(=O)(=O)Nc1ccc(Oc2ccccc2)cc1	0.5	1.3	-0.3
COc1ccccc1OCC(=O)Nc1sc2c(c1C(N)=O)CCC2	0.0	-5.7	0.2
COc1ccc(NS(=O)(=O)c2cc(N=Nc3c(O)[nH]c(=O)[nH]c3=O)ccc2Cl)cc1	0.3	-5.2	0.4

Only part of the results is shown. The share of hits here may be higher or lower than overall.
